HIV peptide binding: cell-free HIV fusion peptide-binding blockers – biochemical, uHTS, fluorescence dequenching, primary screen (AID 1986) | cell-free peptide binding, fluorescence dequenching, 30 min; higher % means a stronger effect | inhibition, % at 20 µM; hits with a dose series show IC50 in µM | hit rate 0.3% among 290,000; in the data active = inhibition mostly above about 52%, no sharp cut-off; inactive = mostly below about 76%; note: some results filed as inactive read as strong as hits
NOD1 NF-kB reporter: inhibition of NOD1-driven NF-kB reporter – cell-based, luminescence, uHTS, primary screen (AID 1578) | NOD1-driven NF-kB luciferase reporter cells, luminescence; higher % means a stronger effect | one-dose inhibition, % at 4 µM; EC50 in µM for titrated hits | hit rate 1% among 290,000; in the data active = inhibition mostly above about 36%, no sharp cut-off; inactive = mostly below about 34%;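 note: HEK-293T reporter cells stimulated with the NOD1 agonist gamma-tri-DAP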
GPR35 arrestin U2OS: inhibition of zaprinast-stimulated GPR35 beta-arrestin translocation – imaging, U2OS, beta-arrestin-GFP, zaprinast agonist, primary screen (AID 2058). inhibition, % at 10 µM, or IC50 in µM where a hit was titrated. U2OS GPR35 beta-arrestin-GFP translocation imaging, zaprinast antagonism; higher % means a stronger effect. hit rate 0.052% among 290,000;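 active = inhibition of at least 50% with at least 30 cells and total cytoplasm GFP at most 10,000,000; inconclusive = under 30 cells or total GFP of 10,000,000 plus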
KOR beta-arrestin-1: KOR agonists, beta-arrestin recruitment, primary screen, cell-based, luminescence, uHTS (AID 1777). hit rate 0.02% among 280,000. one-dose activation, % at 10 µM; EC50 in µM for titrated hits. KOR beta-arrestin recruitment, luminescence; higher % means a stronger effect; in the data active = activation above about 50%, passing the limit was not always enough; note: a part of the inactive calls stands beside numbers as strong as those of hits
KOR beta-arrestin-2: KOR antagonists, beta-arrestin recruitment, cell-based, luminescence, uHTS (AID 1778); KOR beta-arrestin recruitment, luminescence, antagonist mode; higher % means a stronger effect; inhibition, % at 10 µM, or IC50 in µM where a hit was titrated; hit rate 0.091% among 290,000; in the data active = inhibition above about 50%; note: strong numbers were not always called active
AID2073: disruptors of CaV2.2 binding to Mint1 – biochemical, HTRF (AID 2073); HTRF protein-protein interaction, Mint1-CaV2.2; higher % means a stronger effect; inhibition, % at 20 µM, or IC50 in µM where a hit was titrated; hit rate 0.19% among 290,000; in the data active = inhibition mostly above about 51%, no sharp cut-off; inconclusive = no clear call, values can overlap the other calls; inactive = mostly below about 53%; note: some results filed as inactive read as strong as hits
Siah-1 displacement: Siah-1 peptide-binding antagonists, primary screen, biochemical, fluorescence polarization, rhodamine-plectin, uHTS (AID 1817); Siah-1 / rhodamine-plectin peptide fluorescence polarization; higher % means a stronger effect; one-dose displacement, % at 20 µM; IC50 in µM for titrated hits; hit rate 0.02% among 290,000;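 active = displacement of at least 50% at 20 µM, with a fluorescence ratio check between 0.3 and a set limit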;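 note: plate controls were Siah plus tracer with DMSO for no effect and tracer alone without Siah for full effect; strong numbers were not always called active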
GPR55 activation: selective activators of receptor GPR55 – imaging, U2OS cells, beta-arrestin-GFP redistribution, primary screen (AID 1961) | U2OS GPR55 beta-arrestin-GFP redistribution imaging; higher % means a stronger effect | activation, % at 10 µM; hits with a dose series show EC50 in µM | hit rate 0.048% among 290,000;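 active = activation above 40% with more than 50 cells counted in the well; inconclusive = wells holding fewer than 50 cells, flagged as toxic or sparse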;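 note: U2OS osteosarcoma cells stably expressing GPR55 and beta-arrestin-GFP; plate controls were DMSO negative control for no effect and LPI positive control for full effect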
GPR55 antagonists: inhibition of LPI-stimulated GPR55 beta-arrestin translocation – imaging, U2OS, beta-arrestin-GFP, LPI agonist, primary screen (AID 2013). U2OS GPR55 beta-arrestin-GFP translocation imaging, LPI antagonism; higher % means a stronger effect. one-dose inhibition, % at 10 µM; IC50 in µM for titrated hits. hit rate 0.13% among 290,000;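 active = spots per cell inhibited over 60%, with over 100 cells counted and total cytoplasm intensity under 500,000; inconclusive = wells with under 100 cells, flagged as likely toxic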;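 note: U2OS cells stably carrying GPR55 and arrestin-GFP stimulated by 5 µM LPI near EC80; imaged beta-arrestin-GFP aggregate spots per cell after agonist stimulation; plate controls were LPI-stimulated DMSO wells for no effect and DMSO wells without LPI for full effect; some results filed as inactive read as strong as hits; confirmed hits need IC50 under 10 µM and bright autofluorescent wells are also inconclusive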
An asterisk follows results filed as active; ? = inconclusive; · = not tested or not shown; [ ] = dose if it differs, or a comment.

SMILES	HIV peptide binding	NOD1 NF-kB reporter	GPR35 arrestin U2OS	KOR beta-arrestin-1	KOR beta-arrestin-2	AID2073	Siah-1 displacement	GPR55 activation	GPR55 antagonists
CN(C(=O)c1ccncc1)c1nnc(-c2cnccn2)s1	-0.5%	-26%	4%	-2.7%	32%	-2%	0%	0.2%	-1%
CC(C)(C)OC(=O)NC(CCCCNC=O)C(=O)O (configuration not stated)	-1.1%	-26%	-3%	-2.2%	22%	2%	3%	-0.1%	-4%
Cc1cc(C(=O)NC2CC(C)(C)Cc3c2cnn3-c2cccc(F)c2)n(C)n1 (configuration not stated)	-1.9%	-20%	8%	2.8%	19%	3%	1%	-0.1%	8%
CCOC(=O)C1CCCN(C(=O)c2ccc3c(=O)n(Cc4ccccc4OC)c(=S)[nH]c3c2)C1 (configuration not stated)	-1.3%	11%	-8%	1.7%	8%	-14%	1%	-0.1%	-11%
Cc1ccoc1C(=O)Nc1cccc(Oc2ccccc2)c1	-0.8%	-54%	11%	-2.4%	10%	0%	-3%	-0.1%	21%
Cc1nn(CC(=O)Nc2ccncc2)c(C)c1[N+](=O)[O-]	-2.3%	-7%	-10%	2.8%	11%	-7%	-2%	0.0%	0%
C/C(CCc1ccco1)=N/NC(=O)CCC(=O)Nc1cccc(Cl)c1	2.1%	10%	9%	3.7%	-5%	5%	4%	0.0%	-1%
COc1ccc(CCNC(=O)c2cc(C)oc2C)cc1OC	-0.5%	-22%	-12%	0.6%	-21%	14%	-3%	0.0%	-7%
Cc1ccc(S(=O)(=O)Oc2ccc(/C=N/NC(=O)c3c(Cl)cnn3C)cc2)cc1	0.5%	-11%	17%	-9.4%	20%	3%	-2%	-0.1%	3%
COc1cc(/C=C2\C(=N)N3N=C(C)SC3=NC2=O)cc(OC)c1OCCOc1ccccc1C	15%	50%	4%	7.3%	-76%[20 µM]	17%	-7%	1.5%	-9%
CCC(=O)N=c1sc2c(C)cc(C)cc2n1CC(=O)OC	-2.4%	-4%	11%	-6.6%	7%	1%	-6%	-0.1%	5%
CC(C)c1ccc(/C=C(\NC(=O)c2ccccc2)C(=O)NCCCn2ccnc2)cc1	-1.2%	-31%	3%	-3.9%	-34%	1%	3%	0.2%	20%
N/C(=N\OC(=O)c1ccc(Cl)c(Cl)c1)c1cccnc1	1.2%	-10%	-1%	2.1%	-8%	6%	-6%	-0.1%	0%
CCNC(=S)N1CCN(c2nc(CC)nc3sc4c(c23)CCCC4)CC1	2.2%	27%	12%	0.2%	-44%[20 µM]	-9%	9%	-0.1%	4%
CCCCC(=O)Nc1nnc(S(=O)(=O)N2CCCc3ccccc32)s1	1.0%	-7%	-8%	-0.5%	-37%[20 µM]	4%	7%	0.3%	4%
COc1ccc(CC(=O)NNC(=O)COc2ccc3ccccc3c2)cc1	1.0%	-32%	-14%	5.3%	18%	-34%	45%	0.5%	2%
CC(C)Nc1nc(Cl)nc(Nc2ccccc2)n1	1.6%	-40%	0%	1.1%	-50%	-12%	2%	-0.3%	13%
CCc1ccc(NS(=O)(=O)c2ccc(OC)c3ncccc23)cc1	-0.2%	0%	12%	3.9%	-62%	-1%	-2%	-0.2%	-13%
Cc1cc(/C=N/n2c(COc3ccccc3)nc3ccccc3c2=O)c(O)c([N+](=O)[O-])c1	37%	37%	-17%	4.4%	42%	4%	-7%	1.8%	3%
Cc1ccccc1NC(=O)CSC1=NCCN1	2.5%	-25%	3%	1.4%	7%	-4%	16%	0.9%	8%
O=C(CS(=O)(=O)c1ccc(Br)cc1)N1CCOCC1	-0.8%	-26%	-3%	-2.4%	21%	2%	3%	-0.1%	-4%
O=C(/C=C/c1ccco1)N1CCN(c2ncccn2)CC1	15%	-24%	-8%	-0.4%	6%	38%	3%	0.2%	5%
CCCCOC(=O)/C=C/c1c(C)[nH]c(=O)[nH]c1=O	3.4%	-4%	-5%	0.5%	-7%	-9%	2%	-0.3%	4%
CC(C)c1onc(C(=O)NCc2ccccc2)c1[N+](=O)[O-]	0.3%	16%	3%	0.8%	-6%	3%	-4%	0.1%	-12%
Nc1nc(N)c(C=Nc2ccc(Br)cc2)c(Nc2ccc(Br)cc2)n1	2.2%	-5%	12%	4.5%	-6%	15%	-1%	1.0%	9%
O=C(c1cc2ccccn2n1)N1CCN(c2cccc(C(F)(F)F)c2)CC1	0.0%	20%	16%	1.4%	16%	6%	5%	-0.1%	7%
O=C(COC(=O)c1ccccc1-c1nc2ccccc2s1)Nc1ccccc1C(F)(F)F	3.4%	-20%	-14%	2.1%	3%	7%	3%	0.3%	-3%
COc1ccc(-c2cc(C(=O)OC3CCOC3=O)c3ccccc3n2)cc1OC (configuration not stated)	-0.8%	4%	7%	-1.2%	-13%	17%	-1%	-0.2%	11%
COC(CN(C)S(=O)(=O)c1cc2c3c(c1)CCN3C(=O)CC2)OC	1.3%	-10%	-2%	-2.1%	-49%	6%	-2%	-0.3%	14%
O=C(CCCC(=O)N(CC(=O)NC1CCCC1)Cc1ccccc1Cl)Nc1ccccn1	6.9%	2%	0%	2.2%	2%	-2%	-4%	-0.2%	0%
COc1ccccc1N(C)S(=O)(=O)c1ccc(C(=O)OCC(=O)NCc2ccco2)cc1	9.7%	4%	-8%	2.4%	-10%	-2%	7%	-0.1%	-5%
COc1cccc(NC(=O)Nc2cccs2)c1	21%	-13%	4%	-1.7%	4%	17%	1%	0.3%	-6%
Cc1cc(C)n2nc(SC3CCCCN(C(=O)c4ccc(F)cc4)C3=O)nc2n1 (configuration not stated)	-0.6%	10%	3%	-0.2%	15%	-9%	-1%	0.4%	19%
CC1=CC(C)(C)N(C(=O)CCl)c2cc(C)ccc21	-1.5%	-22%	17%	2.7%	-7%	22%	-1%	1.1%	6%
O=C(Nc1ccc2c(c1)OCO2)c1cnc2n(c1=O)CCS2	0.9%	-30%	2%	-0.4%	-5%	23%	-3%	-0.4%	4%
CCCC(C)C(=O)Nc1nnc(C)s1 (configuration not stated)	2.9%	-17%	1%	-0.1%	-4%	1%	2%	0.1%	3%
COC(=O)c1ccccc1NC(=S)N(Cc1ccc2c(c1)OCO2)Cc1cc2cc(C)ccc2[nH]c1=O	8.5%	-7%	-4%	5.9%	20%	36%	-9%	-0.2%	10%
CCOC(=O)Cc1csc(-n2sc3ccccc3c2=O)n1	-2.0%	-10%	10%	0.9%	4%	1.1µM*	-1%	-0.1%	14%
O=C(CCCc1nc(-c2ccccc2)no1)Nc1cccnc1	0.8%	1%	-2%	-6.5%	-18%	-5%	-4%	-0.2%	2%
Cc1ccccc1-n1ncc(C(C)NS(=O)(=O)c2ccccc2Cl)c1C (configuration not stated)	0.7%	-1%	-7%	-2.6%	18%	-11%	2%	-0.1%	-10%

For convenience, part of the list above.
SMILES	HIV peptide binding	NOD1 NF-kB reporter	GPR35 arrestin U2OS	KOR beta-arrestin-1	KOR beta-arrestin-2	AID2073	Siah-1 displacement	GPR55 activation	GPR55 antagonists
CN(C(=O)c1ccncc1)c1nnc(-c2cnccn2)s1	-0.5%	-26%	4%	-2.7%	32%	-2%	0%	0.2%	-1%
CC(C)(C)OC(=O)NC(CCCCNC=O)C(=O)O (configuration not stated)	-1.1%	-26%	-3%	-2.2%	22%	2%	3%	-0.1%	-4%
Cc1cc(C(=O)NC2CC(C)(C)Cc3c2cnn3-c2cccc(F)c2)n(C)n1 (configuration not stated)	-1.9%	-20%	8%	2.8%	19%	3%	1%	-0.1%	8%
CCOC(=O)C1CCCN(C(=O)c2ccc3c(=O)n(Cc4ccccc4OC)c(=S)[nH]c3c2)C1 (configuration not stated)	-1.3%	11%	-8%	1.7%	8%	-14%	1%	-0.1%	-11%
Cc1ccoc1C(=O)Nc1cccc(Oc2ccccc2)c1	-0.8%	-54%	11%	-2.4%	10%	0%	-3%	-0.1%	21%

(further entries)
SMILES	HIV peptide binding	NOD1 NF-kB reporter	GPR35 arrestin U2OS	KOR beta-arrestin-1	KOR beta-arrestin-2	AID2073	Siah-1 displacement	GPR55 activation	GPR55 antagonists
Cc1ccc(NC(=O)c2cc(=O)c3ccccc3o2)cc1	-3.2%	17%	13%	4.7%	22%	-3%	0%	0.3%	10%
NC(=O)C1CCN(CC(=O)N2N=CCC2c2ccccc2)CC1 (configuration not stated)	-1.0%	-18%	29%	-2.8%	6%	-6%	-6%	0.3%	11%
COc1cccc(N2C(=O)CN(Cc3ccc(OC)c(OC)c3)C2=S)c1	-1.8%	-5%	0%	-2.0%	-12%	-8%	-3%	-0.1%	-2%
Cc1ccc(CN2CCNC(=O)C2CC(=O)NCCCn2cccn2)o1 (configuration not stated)	1.7%	-27%	4%	·	-15%[20 µM]	5%	-3%	-0.1%	-2%
CC(=O)C1=C(C)NC(SCC(N)=O)=C(C#N)C1c1sccc1C (configuration not stated)	0.6%	18%	14%	-2.9%	5%	-26%	-1%	0.2%	·
CCC1CCCCN1CC(=O)c1c(C)[nH]c2ccccc12 (configuration not stated)	0.2%	2%	17%	9.7%	15%	-7%	-2%	0.2%	4%
COCCCN1C(=O)C(=O)/C(=C(/O)c2ccc3c(c2)OCCO3)C1c1ccc(C(=O)OC)cc1 (configuration not stated)	0.4%	3%	5%	-0.6%	-5%	22%	0%	0.0%	1%
CC(NC(=O)C(=S)N1CCN(C)CC1)c1ccccc1 (configuration not stated)	-0.4%	-26%	?	-7.7%	18%[20 µM]	-1%	2%	0.3%	6%
Cc1[nH]c2ccccc2c1SCCNC(=O)c1ccc(S(=O)(=O)N2CCCC2)cc1	-0.3%	-8%	-5%	-2.7%	13%	3%	-5%	-0.3%	10%
CC(C)Cn1c(SCC(=O)NCc2ccco2)nnc1-c1ccncc1	1.4%	-17%	22%	2.0%	-39%[20 µM]	15%	4%	-0.1%	-11%
CCc1nnc(NC(=O)c2ccc(N(C)S(=O)(=O)c3ccccc3)cc2)s1	0.3%	-3%	-13%	1.4%	26%	3%	13%	-0.2%	4%
Cc1ncoc1C(=O)Nc1cccc(Cl)c1	1.0%	-19%	13%	-0.2%	-33%	-11%	-2%	-0.1%	7%
COc1ccc(C2CC(=O)N(CC(=O)NCC3CCCO3)c3ccccc3S2)cc1OC (configuration not stated)	-0.4%	-42%	-8%	-4.6%	-6%	-19%	5%	-0.4%	-2%
COC(=O)c1cc2c([nH]c3ccccc32)c(C)n1	4.4%	-34%	-11%	-2.2%	-23%	25%	1%	0.2%	2%
Cc1ccc(NC2CCCN(C(=O)c3ccc(-n4ccnc4)cc3)C2)cc1C (configuration not stated)	-1.0%	-13%	18%	-2.0%	9%	-9%	-1%	-0.1%	-6%

Only part of the results is shown. The share of hits here may be higher or lower than overall.
